# M4 PAM: human M4 muscarinic receptor positive allosteric modulators, primary screen, CHO-K1 cells, Fluo-8 calcium fluorescence. activation, % at 3 µM. CHO-K1 hM4/Gqi5, ACh EC20; 0% = ACh EC20, 100% = maximal ACh. Muscarinic acetylcholine receptor M4 (Homo sapiens), P08173. 360,000 tested, 0.4% active. AID 624126, 2012;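 active = activation above its plate's cutoff, the mean activation of sample wells plus 3 SD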; note: some results filed as inactive read as strong as hits
# Target sequence (P08173 whole entry, looked up): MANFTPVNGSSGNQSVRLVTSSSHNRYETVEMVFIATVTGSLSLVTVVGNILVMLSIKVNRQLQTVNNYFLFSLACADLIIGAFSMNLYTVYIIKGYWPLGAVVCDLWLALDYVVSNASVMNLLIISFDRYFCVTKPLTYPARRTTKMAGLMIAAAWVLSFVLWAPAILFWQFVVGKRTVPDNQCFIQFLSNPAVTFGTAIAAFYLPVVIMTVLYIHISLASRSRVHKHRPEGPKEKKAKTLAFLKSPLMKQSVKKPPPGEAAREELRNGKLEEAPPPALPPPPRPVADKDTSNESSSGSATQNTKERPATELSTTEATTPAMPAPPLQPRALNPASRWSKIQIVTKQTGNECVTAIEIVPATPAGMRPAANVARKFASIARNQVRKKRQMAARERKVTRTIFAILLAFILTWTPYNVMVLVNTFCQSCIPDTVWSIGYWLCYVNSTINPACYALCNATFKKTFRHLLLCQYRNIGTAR
# M5 antag: human M5 muscarinic receptor antagonists, primary screen, CHO cells, Fluo-8 calcium fluorescence; inhibition, % at 3 µM; 360,000 tested, 0.59% active; Muscarinic acetylcholine receptor M5 (Homo sapiens), P08912; CHO-hM5 cells, ACh EC80;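 active = inhibition above a per-plate cutoff, the mean of that plate's test compounds plus 3 SD, cut at about 27% in these data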;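 note: 0% = acetylcholine EC80 with DMSO and 100% = DMSO without agonist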
# Target sequence (P08912 whole entry, looked up): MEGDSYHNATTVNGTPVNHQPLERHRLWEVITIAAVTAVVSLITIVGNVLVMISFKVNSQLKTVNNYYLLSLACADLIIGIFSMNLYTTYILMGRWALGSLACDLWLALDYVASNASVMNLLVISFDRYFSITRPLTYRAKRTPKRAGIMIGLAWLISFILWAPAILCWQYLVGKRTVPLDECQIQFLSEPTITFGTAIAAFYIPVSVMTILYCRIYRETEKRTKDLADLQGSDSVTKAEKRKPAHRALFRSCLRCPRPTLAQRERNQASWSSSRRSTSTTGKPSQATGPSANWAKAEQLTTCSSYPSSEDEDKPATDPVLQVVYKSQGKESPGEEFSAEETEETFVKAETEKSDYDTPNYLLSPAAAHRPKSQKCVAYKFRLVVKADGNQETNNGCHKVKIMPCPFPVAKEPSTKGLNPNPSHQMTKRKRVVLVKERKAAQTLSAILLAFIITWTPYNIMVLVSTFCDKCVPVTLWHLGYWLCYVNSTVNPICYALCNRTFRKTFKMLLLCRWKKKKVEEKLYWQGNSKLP
# M4 ag: human M4 muscarinic receptor agonists, primary screen, CHO-K1 cells, Fluo-8 calcium fluorescence | Muscarinic acetylcholine receptor M4 (Homo sapiens), P08173 | CHO-K1 hM4/Gqi5; vehicle 0%, full acetylcholine response 100% | activation, % at 3 µM | 360,000 tested, 0.14% active | AID 624127, 2012;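 active = activation above the run mean over all test wells plus 3 SD, cut at about 32% in these data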;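 note: peak over basal fluorescence ratio per well then scaled between controls; 0% = DMSO wells and 100% = acetylcholine at EC100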
# CHRM4 antagonist: human M4 muscarinic receptor antagonists, primary screen, CHO cells, Fluo-8 calcium fluorescence | CHO-hM4 cells, ACh EC80 | inhibition, % at 3 µM | 360,000 tested, 0.73% active;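 active = inhibition above its plate's cutoff, the mean inhibition of sample wells plus 3 SD, cut at about 27% in these data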;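 note: 0% = acetylcholine EC80 with DMSO and 100% = DMSO without agonist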
# IDE inh: human IDE inhibitors in live cells, primary screen, fluorescence polarization, HEK cells, FAbetaB substrate; Insulin-degrading enzyme (Homo sapiens), P14735; FAbetaB cleavage; inhibition, % at 5.59 µM; 320,000 tested, 0.41% active; AID 434962, 2010;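 active = percent inhibition above the average of all tested compounds plus 3 SD, set per screening campaign, cut at about 16% in these data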;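 note: IDE supplied by intact live HEK cells; FP after avidin binding of uncleaved biotin substrate so inhibition keeps polarization high; 0% = DMSO wells and 100% = 60 µM reference IDE inhibitor Ii1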
# CRFBP-R2 agonist: agonists of CRF-BP/CRF-R2 complex, primary screen, cell-based, HEK293, calcium dye fluorescence, uHTS; 350,000 tested, 0.46% active; activation, % at 13.2 µM; AID 588473, 2011; calcium dye fluorescence (FLIPR); percent of saturating CRF peptide response; CRF-binding protein / CRF receptor 2 complex (human);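 active = activation of at least 50%, plus an integration ratio under a set limit after plate pattern correction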;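 note: plate controls were neutral control wells without compound for no effect and CRF at EC100 for full effect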
# M5 PAM: human M5 muscarinic receptor positive allosteric modulators, primary screen, CHO-K1 cells, Fluo-8 calcium fluorescence | CHO-K1 hM5, ACh EC20 PAM; 0% = ACh EC20, 100% = ACh EC100 | Muscarinic acetylcholine receptor M5 (Homo sapiens), P08912 | activation, % at 3 µM | 360,000 tested, 0.3% active;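 active = activation above the run cutoff, the mean activation of all test compounds plus 3 SD, cut at about 18% in these data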
#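 Measured by: Fluo-8 calcium fluorescence; material: human M5 receptor in CHO-K1 cells; schedule: Post-acetylcholine fluorescence recording 140 s; benchmarks: low control EC20 acetylcholine (0%), high control EC100 acetylcholine (100%); read-out: Max/basal fluorescence ratio as % of EC20–EC100 ACh window; compound: single dose, 3 µM nominal final test concentration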
# CHRM5 agonist: human M5 muscarinic receptor agonists, primary screen, CHO-K1 cells, Fluo-8 calcium fluorescence; Muscarinic acetylcholine receptor M5 (Homo sapiens), P08912; CHO-K1 hM5 cells; 0% DMSO wells, 100% maximal acetylcholine response; activation, % at 3 µM; 360,000 tested, 0.19% active; AID 624037, 2012;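 active = activation above the run's mean over test compounds plus 3 SD, cut at about 23% in these data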;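 note: signal is peak over basal fluorescence ratio across the kinetic read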
# CRFR2-BP antag: antagonists of CRF-BP/CRF-R2 complex, primary screen, cell-based, HEK293, calcium dye fluorescence, uHTS; CRF-induced calcium fluorescence; inhibition, % at 11.8 µM; 350,000 tested, 0.59% active; AID 588475, 2011;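 active = inhibition of the ligand-induced calcium signal above about 50% at the single tested concentration, limit read from the data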
# * = called active by the depositor; . = no result given.
SMILES,M4 PAM,M5 antag,M4 ag,CHRM4 antagonist,IDE inh,CRFBP-R2 agonist,M5 PAM,CHRM5 agonist,CRFR2-BP antag
O=C(NCc1ccccc1OC(F)(F)F)C1CCC(=O)N(C2CC2)C1 (stereo not given),4.5,4.2,1.0,-1.5,.,-0.5,-4.4,-1.9,-1.9
CCCC(C)NC(=O)CSc1nc2ccc(C)cc2[nH]1 (stereo not given),1.9,6.6,0.5,6.6,4.2,1.2,4.0,-1.3,2.6
Cc1ccc(S(=O)(=O)N2CCN(C(=O)COC(=O)c3nc(Cl)ccc3Cl)CC2)c(C)c1,-1.6,2.1,5.6,-10.2,.,0.5,-0.2,1.7,2.8
Cc1c(C(=O)NCc2cccnc2)oc2ccc(S(=O)(=O)N3CCCCC3)cc12,-3.4,1.6,18.7,-6.4,6.3,0.1,-5.3,10.6,-30.3
N#C/C(=N\Nc1ccccc1)C(=N)N1CCOCC1,9.2,-5.5,1.6,-7.9,3.8,3.2,3.8,1.0,5.2
C=CCC(=O)NC1CC(C)(C)Cc2c1cnn2-c1ccc(C)cc1 (stereo not given),-1.5,1.9,1.4,1.8,5.6,-1.0,9.5,-4.2,14.4
CCc1nc2ccc(C(=O)Nc3cccc(OC)c3)cn2c1N(CC)CCN(C)C,-2.1,3.6,0.4,4.0,.,.,-1.8,-1.8,.
CCOC(=O)CC(NC(=O)c1cc2cc(Br)ccc2oc1=O)c1cccc([N+](=O)[O-])c1 (stereo not given),12.3,1.5,1.7,6.5,4.6,0.6,1.6,-2.3,-38.9
O=C(COc1ccc2ccc(=O)oc2c1)Nc1c(Cl)cccc1C(F)(F)F,3.1,1.2,3.6,-0.1,-3.3,1.1,-4.5,0.7,-10.9
Cc1cc2c(cc1S(=O)(=O)C(C)CC(=O)NCc1ccco1)OCC(=O)N2 (stereo not given),0.2,0.3,0.2,1.0,0.8,1.8,1.9,2.0,-6.6
O=C1N[C@H](Cc2ccccc2)COC(=O)[C@H](Cc2ccc(F)cc2)C/C=C\C[C@H]1CC(=O)N(CCO)Cc1ccccc1,7.3,0.6,7.0,-3.9,3.8,-2.1,0.6,-2.2,-2.1
COc1ccccc1C(=O)NCCn1cc(SCC(=O)NCc2ccco2)c2ccccc21,-12.6,7.7,9.4,6.2,-1.4,-3.7,-13.4,2.0,-6.7
Cc1ccc(N2CC(C(=O)Nc3ccccc3C(=O)NC3CCCCC3)CC2=O)cc1 (stereo not given),5.0,-9.1,0.3,-5.2,5.8,-3.1,4.3,2.0,-4.5
COc1ccc(Cl)cc1S(=O)(=O)NC(C)C(=O)NCCN1CCOCC1 (stereo not given),-0.4,2.9,1.9,5.2,.,-0.6,2.7,0.8,-3.2
CC[n+]1ccccc1/C=C/Nc1ccccc1,-1.7,13.5,0.4,5.0,4.6,-0.4,-2.8,-4.4,9.9

# Record cards, from the list above. Values in the order: M4 PAM	M5 antag	M4 ag	CHRM4 antagonist	IDE inh	CRFBP-R2 agonist	M5 PAM	CHRM5 agonist	CRFR2-BP antag
# `Cc1cc2c(cc1S(=O)(=O)C(C)CC(=O)NCc1ccco1)OCC(=O)N2` (stereo not given) reads 0.2	0.3	0.2	1.0	0.8	1.8	1.9	2.0	-6.6
# `COc1ccccc1C(=O)NCCn1cc(SCC(=O)NCc2ccco2)c2ccccc21` reads -12.6	7.7	9.4	6.2	-1.4	-3.7	-13.4	2.0	-6.7

# The list goes on.
SMILES,M4 PAM,M5 antag,M4 ag,CHRM4 antagonist,IDE inh,CRFBP-R2 agonist,M5 PAM,CHRM5 agonist,CRFR2-BP antag
Cc1ccc(NC(=O)CN2C(=O)NC3(CCCc4ccccc43)C2=O)cc1S(=O)(=O)N1CCOCC1 (stereo not given),-10.2,99.7*,20.1,-6.3,-0.8,1.2,-20.0,-9.2,-13.5
CS(=O)(=O)N(Cc1ccc(F)cc1)Cc1nc2ccccc2c(=O)[nH]1,-5.1,1.3,0.8,6.3,5.7,0.8,-1.8,-4.7,-2.2
OC(CN1CCCCC1)Cn1c2ccccc2c2cc(Br)ccc21 (stereo not given),-9.4,17.4,27.2,-3.6,4.3,3.7,-14.9,3.1,-11.4
O=C(c1ccccc1)c1ccc2nc(N3CCCCC3)c3nncn3c2c1,6.3,-3.8,-0.3,-9.6,2.1,0.3,1.2,-0.5,-9.8
COCCNC(=O)C1(C)CCN(Cc2noc(-c3c(C)noc3C)n2)C1 (stereo not given),-5.0,-2.5,1.8,7.4,.,.,-1.6,1.8,.
CCOc1cc(C(=O)NC(CC(=O)O)c2ccc(OC3CCCC3)cc2)cc(OCC)c1OCC (stereo not given),1.9,-0.8,0.7,-4.4,5.7,-1.5,1.3,0.5,9.5
O=c1cc(CSc2nnnn2-c2ccc(O)cc2)nc2sccn12,-2.9,2.8,1.6,4.8,5.4,0.7,-7.3,0.9,-17.7
COc1cc(/C=C/C(=O)OCC(=O)N2CC3(C)CC2CC(C)(C)C3)ccc1O (stereo not given),2.9,-0.8,3.4,-5.3,-1.9,-1.2,-3.8,1.2,-1.4
CCN1CCC2(CC1)N=C(c1ccc(F)cc1)C(=S)N2,-3.1,15.6,1.5,-4.5,6.2,-2.3,-22.5,-17.6,6.4
O=C(Nc1ccc(OCC(=O)N2CCC(Cc3ccccc3)CC2)cc1)c1ccco1,-4.8,-3.2,3.8,3.6,0.2,-0.2,-0.4,-1.7,11.9
O=C(c1cc(COc2cccc(C(F)(F)F)c2)on1)N1C[C@H]2CC[C@H]1C2,1.3,0.8,5.3,-4.2,-3.0,-5.1,-7.8,-3.5,-42.5
CC(C)NC(=O)COC(=O)c1ccc(S(=O)(=O)N2CCCC2)cc1,3.4,4.8,2.6,-2.3,7.9,1.2,-8.7,-4.9,-8.2
O=C1C2C(c3ccccc3)(C(=O)N1c1ccc(Cl)cc1)C2(c1ccccc1)c1ccccc1 (stereo not given),-11.6,3.9,6.9,8.6,-1.9,18.2,-14.7,-1.0,-3.2
COC(=O)c1ccc(C(=O)OC)c(NC(=O)CSCC(=O)O)c1,11.7,2.4,0.4,-7.7,-3.2,1.0,6.1,3.6,16.1
COc1ccc(-c2cc(C(=O)NCc3cccnc3)no2)cc1OC,12.0,-5.3,0.2,14.6,6.0,-0.2,6.2,3.0,11.5
S=C(c1ccc2c(c1)OCO2)N1CCCC1,-0.2,-5.3,0.1,4.9,3.4,2.3,4.0,0.7,17.5
Cc1ccc(SCc2cn3c(C)cc(C)nc3n2)cc1,1.6,-6.3,1.7,-1.1,5.5,-0.4,3.5,9.3,-6.5
COc1ccc(-n2cnnc2SCc2cnc(-c3ccccc3)s2)cc1,-0.3,-1.9,1.4,8.7,-9.3,0.6,0.7,-4.1,-0.3
Cc1ccc(C(=O)Nc2ccc(S(=O)(=O)N3CCc4ccccc4C3)cc2)o1,-5.5,-1.3,5.3,14.6,5.5,0.1,-13.0,-2.5,11.0
O=C(COC(=O)Cc1ccc(Cl)cc1Cl)NCc1ccco1,3.7,3.0,0.3,-13.2,.,-3.4,-4.5,-4.0,2.6
CC[C@H](C)[C@@H](C(=O)N1CCNCC1)n1cc([C@@H](N)Cc2ccc(O)cc2)nn1,1.1,1.1,2.4,0.4,1.5,-0.1,9.0,-0.1,3.0
C=CCn1c2ccccc2c2nnc(SCC(=O)NC(C(=O)OC)C(C)C)nc21 (stereo not given),-1.3,-2.5,1.1,1.7,-5.6,0.6,1.1,-3.2,-5.8
Cc1ccc(CC2CC(=O)N(c3nc4ccccc4s3)C2=O)cc1 (stereo not given),-1.6,0.7,0.8,-14.2,7.6,0.0,-9.6,-6.4,-26.7
O=C(NCc1ccccc1)c1ccc(CNc2c(N3CCCC3)c(=O)c2=O)cc1,-4.4,4.5,0.4,-2.2,2.2,-5.3,2.5,0.9,13.8
CCOc1ccc2oc(C(=O)N3CCCN(C)CC3)c(C)c2c1,4.6,-0.4,1.8,3.0,-2.3,2.2,-1.9,-3.1,-16.4
Cc1nn(-c2ccccc2)c(N)c1C(c1ccc(C(C)C)cc1)c1c(C)nn(-c2ccccc2)c1N,1.6,1.1,-0.3,8.8,0.9,0.1,-3.8,-0.4,31.1
O=C(OCc1ccccc1)C1=NNC2C(=O)N(c3ccccc3)C(=O)C12 (stereo not given),-1.0,5.9,2.6,1.9,2.0,0.2,-5.2,1.6,-1.3
Cc1ccc(NC(=O)CN2C(=O)C(=O)N(C3CCCC3)C2=O)c(Cl)c1,13.2,-5.1,1.8,-29.0,4.3,-0.8,-2.2,-2.5,-0.9
C=CC[C@H](CC(=O)NCCO)C(=O)NC[C@H](OC(=O)[C@@H](CC=C)Cc1ccc(F)cc1)c1ccccc1,-2.3,4.4,9.2,-6.5,-0.3,0.8,-4.4,-1.0,-7.8
COC(=O)COc1cccc2c(=O)n(CC(=O)N3CCCCC3)ccc12,9.6,7.0,0.3,-10.7,9.4,-1.3,5.6,-4.6,8.5
COc1ccc2nc(Nc3nc(CSc4nnnn4-c4ccccc4)cc(=O)[nH]3)nc(C)c2c1,6.8,-1.7,0.2,1.3,-1.3,-0.5,2.3,-0.5,10.3
C/C(CCc1ccco1)=N\NC(=O)CNc1cccc2ccccc12,-5.3,-7.4,0.8,-15.7,2.3,-0.9,0.2,-0.8,-11.3
CN(C)S(=O)(=O)c1cccc(-c2cn3cc(Cl)ccc3n2)c1,3.4,-3.2,0.0,1.9,-3.2,0.3,2.4,-2.0,-14.8
CC(C)C(NC(=O)c1ccc(Cl)cc1)C(=O)O (stereo not given),0.1,7.2,0.0,2.5,-2.2,0.2,-7.7,-2.5,11.5
O=S(=O)(c1ccc(Br)s1)N1CCN(c2ccccc2)CC1,2.3,9.5,-0.8,-5.5,0.3,-0.8,-7.7,-0.7,-5.0
OC[C@H](O)[C@H](O)[C@@H](O)[C@@H](O)[C@@H]1SC(c2ccccc2)=NN1c1ccccc1,-3.6,-1.9,0.5,0.1,7.8,0.3,2.8,-0.6,-3.3
Cc1cccc(C(=O)NC(=O)Nc2c(C)cc(C)nc2C)c1,-5.8,6.6,4.1,8.1,2.3,2.5,4.8,1.4,-10.4
Cc1cc(N/N=C/c2cccc(Cl)c2)nc(NCc2ccccc2)n1,-4.4,4.9,-1.1,5.7,5.2,-1.1,-8.8,-4.8,-27.9
O=C(OCC(=O)N1CCCC1=O)c1cc2ccccc2o1,6.1,3.1,1.9,7.4,-3.1,-1.4,1.8,1.8,7.9
CC1CN2C(c3ccc([N+](=O)[O-])cc3)=CSC2=N1 (stereo not given),5.5,-7.3,0.2,-12.5,1.2,-0.9,-1.3,-6.8,1.9
COc1ccc2nc(Nc3nc(CSc4nc5ccccc5[nH]4)cc(=O)[nH]3)nc(C)c2c1,10.2,-1.7,1.5,-4.0,4.9,-0.1,-1.4,-3.1,-6.6
CCOc1ccc(CCNC(=O)COC(=O)CSc2ccc(C)cc2)cc1OCC,2.4,-2.6,3.1,9.2,.,0.7,5.7,-1.9,-0.6

# High-throughput results (PubChem BioAssay)
